Compound activity (PubChem BioAssay)
GAA glycogen mod = GAA glycogen-cleavage inhibition or activation; P10253; recombinant GAA, glycogen substrate, Amplex Red glucose oxidase fluorescence; Potency, µM (titrated, usually from 76.4 µM), for inactives: top-dose activity change, negative = inhibition, hits mostly inhibitors; 300,000 tested, 0.38% active; AID 2100;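 also: 0% = full enzyme reaction and -100% = no-enzyme basal signal; the screen sought inhibitors and activators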
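Recombinant human alpha-glucosidase (4 nM final) hydrolysed bovine liver glycogen (30 ug) for 40 min at 37 C in pH 5.0 citrate/phosphate with 0.01% Tween-20. Released glucose detected by glucose oxidase/Amplex Red, Ex 573/Em 610 nm. Compounds up to 77 uM; AC50 from Hill fits.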
aGal spleen mod = alpha-galactosidase A (human) modulation | 240,000 tested, 0.008% active | Potency, µM (highest dose often 80 µM), without a hit: at the highest dose activity change, negative = inhibition, most hits filed as inhibitors | human spleen homogenate, 4MU-alpha-Gal fluorescence, 40 min | P06280;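 also: 0% = enzyme with vehicle and -100% = no enzyme basal signal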
Target sequence (P06280 32-429 limits assumed): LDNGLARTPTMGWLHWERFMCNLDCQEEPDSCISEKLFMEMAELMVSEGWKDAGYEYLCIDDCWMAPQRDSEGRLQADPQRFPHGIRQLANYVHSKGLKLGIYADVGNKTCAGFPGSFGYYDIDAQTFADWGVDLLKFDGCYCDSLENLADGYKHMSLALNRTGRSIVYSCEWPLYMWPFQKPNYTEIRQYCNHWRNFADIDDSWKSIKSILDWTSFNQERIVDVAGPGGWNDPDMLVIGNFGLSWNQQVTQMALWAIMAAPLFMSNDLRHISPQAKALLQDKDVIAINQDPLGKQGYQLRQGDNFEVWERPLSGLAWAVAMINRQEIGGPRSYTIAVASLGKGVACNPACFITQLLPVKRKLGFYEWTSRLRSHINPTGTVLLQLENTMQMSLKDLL
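qHTS titration in buffer at pH 5.0. Alpha-galactosidase activity in spleen homogenate was measured via 4-methylumbelliferone release from 1 mM fluorogenic substrate after 40 min at 37C and a pH 10 stop. AC50 came from Hill fits of control-normalized data.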
Tau fluor counter = counter-screen for tau fibril formation inhibitors | tau K18 P301L Alexa594 fluorescence, heparin fibrillization | Potency, µM (series often up to 57.7 µM), without a hit: at the highest dose activity change, negative = decrease | 280,000 tested, 0.93% active | AID 1463; also: % is scaled to controls: 0 for no effect and ±100 for the full control effect; nearly all actives have a fitted effect of over 55% in size
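Human tau K18 P301L (15 uM unlabeled, 0.24 uM Alexa 594-labeled) in 100 mM sodium acetate pH 7 with 20 uM heparin, 6 hr at 37 C. ThT 30 uM added, 1 hr ambient; Alexa 594 FP and total fluorescence read at 555/632 nm.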
Tau ThT inhib = inhibitors of human tau fibril formation, thioflavin T binding; P10636; recombinant tau K18 P301L (four-repeat tau fragment), heparin-induced fibrillization, ThT fluorescence; Potency, µM (titrated, usually from 57.4 µM), for the others: at the highest dose activity, negative = inhibition, actives largely listed as inhibitors; 270,000 tested, 2.1% active; AID 1460; also: % is scaled to controls: 0 for no effect and ±100 for the full control effect; nearly all actives have a fitted effect of over 55% in size
Target sequence (P10636 561-689 P618L limits assumed): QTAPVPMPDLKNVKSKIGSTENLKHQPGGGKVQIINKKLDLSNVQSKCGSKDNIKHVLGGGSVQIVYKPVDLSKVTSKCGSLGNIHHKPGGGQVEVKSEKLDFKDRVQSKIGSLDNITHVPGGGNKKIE
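Heparin-induced fibrillization of the P301L-mutant K18 repeat-domain fragment of human tau was followed by ThT binding in quantitative high-throughput format.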
Tau FP inhib = tau fibrillization inhibition (FP); K18 P301L tau heparin fibrillization, Alexa594 FP, 6 h; Potency, µM (top dose mostly 57.7 µM), without a hit: at the top dose activity, negative = inhibition, most hits filed as inhibitors; 280,000 tested, 0.39% active; AID 1468; also: % is scaled to controls: 0 for no effect and ±100 for the full control effect; nearly all actives have a fitted effect of over 55% in size
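FP of Alexa 594-tau after heparin (20 uM) induction. Substrate: human K18 P301L, 15 uM unlabeled, 0.24 uM labeled. Buffer 100 mM sodium acetate pH 7. 6 hr, 37 C.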
GAA spleen mod = inhibitors or activators of human alpha-glucosidase in spleen homogenate | human spleen homogenate, 4-MU-alpha-glucoside fluorescence | P10253 | 240,000 tested, 0.006% active | Potency, µM (top dose mostly 79.9 µM), for inactives: at the top dose activity change, negative = inhibition, most hits filed as inhibitors;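 also: 0% = enzyme with vehicle and -100% = no enzyme basal signal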
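Human spleen homogenate (1 ug) with 4-methylumbelliferyl-alpha-D-glucopyranoside (1 mM final) in 50 mM citrate/phosphate pH 5.0, 0.01% Tween-20; 40 min at 37 C. Stopped at pH 10; 4-MU fluorescence Ex 365/Em 440 nm; AC50 by Hill fit.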
GAA inh = alpha-glucosidase (human) inhibition; purified human GAA, 4-MU-alpha-glucoside fluorescence; Potency, µM (top dose mostly 76.9 µM), for the others: at the top dose activity change, negative = inhibition, hits mostly inhibitors; 200,000 tested, 0.005% active;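 also: plate controls were uninhibited enzyme wells for no effect and no-enzyme background for full effect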
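Endpoint fluorogenic read: 20 min room-temperature reaction of 4 nM human alpha-glucosidase with 400 uM 4-methylumbelliferyl-alpha-D-pyranoside, pH 5.0, quenched with 1M NaOH/1M glycine pH 10. AC50 from Hill modeling.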
HTT cytoprotect = cytoprotection in Huntington HTT-Q103 PC12 cell model | PC12 HTT-Q103 induced, cytoprotection, ATP luminescence, 40 h | Potency, µM (series often up to 56.4 µM), without a hit: cytoprotection (ATP increase), hits mostly activators | 230,000 tested, 0.14% active | AID 1471;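 also: % of control where 0% means no effect; nearly all actives have a fitted effect of over 45% in size; toxic huntingtin expression switched on by the ecdysone agonist tebufenozide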
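Quantitative HTS on tebufenozide-induced (100 nM) PC12 cells expressing HTTQ103 exon 1–GFP; compounds tested as a concentration series; survival measured via cellular ATP.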
* = called active by the depositor; ? = inconclusive; . = no result given; [ ] = remark or other dose. Calls follow the shape of the dose curve; as a rule, active = well fitted curve in the direction sought with a large enough effect; inconclusive = small, poorly fitted or top-dose-only effect, or another doubt; inactive = no such curve, though single readings can be large; an effect the other way counts as inactive or inconclusive. Potency is read from the fitted curve at half-maximal effect.

SMILES | GAA glycogen mod | aGal spleen mod | Tau fluor counter | Tau ThT inhib | Tau FP inhib | GAA spleen mod | GAA inh | HTT cytoprotect
CCCCCSc1nc(N2CCOCC2)c2c(c1C#N)CC(C)(C)OC2 | -0.4% | 2.7% | -8.5% | -17.3% | -11.7% | 0.3% | ? | -16.9%
COc1ccc(C)cc1NC(=O)c1ccc([N+](=O)[O-])cc1[N+](=O)[O-] | 4.9% | -6.8% | -6.7% | -8.1% | 9.1% | 4.3% | -10.3% | 16.1%[10 µM]
O=C(O)CCCN1C(=O)c2ccc(Oc3cccc([N+](=O)[O-])c3)cc2C1=O | -11.7% | 0.0% | 3.8% | 7.7% | 0.7% | 5.5% | 10.2% | -61.9%[inhibitor]
COc1ccc(OCCSc2nnc3sc4ccccc4n23)cc1 | -5.7% | -10.9% | -2.9% | -15.7% | -2.3% | -6.2% | -3.8% | -36.6%
OC(COc1ccc2ccccc2c1)CN1CCCC1 (stereo unspecified) | 9.9% | -4.3% | 4.0% | -8.6% | 3.7% | -4.0% | -2.5% | -25.1%[10 µM]
O=C(c1ccc(Cn2c(=O)[nH]c3ccccc3c2=O)cc1)N1CCN(c2ccccc2)CC1 | -13.0% | 2.4% | -17.6% | -16.7% | 5.2% | -0.9% | ? | -6.6%
COc1cc(NC(=O)COC(=O)CCc2cc(OC)c(OC)c(OC)c2)cc(OC)c1 | -2.4% | -10.1% | 10.4% | 8.5% | 9.8% | 0.9% | 3.1% | 2.5%[10 µM]
CCCCc1nc(NCC2CCCO2)c(C#N)c2c1COC(C)(C)C2 (stereo unspecified) | 4.2% | -4.7% | 3.1% | -5.7% | -2.0% | 4.3% | 1.3% | -79.8%[inhibitor][10 µM]
Cc1ccc(C2C3=C(CCCC3=O)N=C3c4ccccc4C(=O)C32)cc1 (stereo unspecified) | -26.4% | -0.3% | ? | ? | 6.7% | -1.3% | -13.3% | 7.8%[10 µM]
CC(Cc1ccsc1)NC(=O)CCc1nnc(COc2ccccc2)o1 (stereo unspecified) | -12.9% | 7.8% | -4.4% | -13.0% | 7.7% | 1.7% | 9.1% | 23.8%[10 µM]
CCN1C(=O)CCCc2ccccc21 | -19.0% | 4.7% | -6.4% | -2.4% | 7.5% | -13.7% | 8.1% | -25.6%
O=C(CSc1ccc2nnc(-c3ccccc3)n2n1)NCc1ccc2c(c1)OCO2 | -8.0% | -1.7% | -4.5% | ? | 2.5% | -7.3% | -2.6% | 5.8%[10 µM]
Cc1c(NC(=O)c2cc3nc(-c4ccc(Br)cc4)cc(C(F)(F)F)n3n2)c(=O)n(-c2ccccc2)n1C | 4.7% | -2.3% | -1.8% | ? | -5.6% | 0.1% | -0.8% | 19.9%[10 µM]
CCN1CN=C(NS(=O)(=O)c2ccc(C)cc2)NC1 | -14.1% | -12.9% | -8.1% | -9.2% | 5.1% | -4.9% | 1.3% | -7.1%
O=C(O)C1C2C=CC(C2)C1C(=O)N1CCN(C/C=C/c2ccccc2)CC1 (stereo unspecified) | 1.1% | -1.1% | -6.3% | -8.6% | -9.0% | -1.8% | 1.5% | -26.1%
O=C1C(Cc2ccccc2)SC(=Nc2ccccc2)N1c1ccccc1 (stereo unspecified) | -3.4% | -12.9% | -11.6% | -7.9% | -4.6% | -8.0% | 5.3% | -16.6%
COc1ccc(CN2CCNC(=O)C2CC(=O)N(C)Cc2ccccn2)cc1OC (stereo unspecified) | 24.6% | 8.1% | -3.7% | -11.2% | -5.4% | 0.7% | -3.2% | 6.6%[10 µM]
COC(=O)C1=C(C(=O)OC)[C@@H]2N(C)c3ccccc3[C@@]23C[C@@H](C(=O)OC)N(S(=O)(=O)c2cccs2)C3=N1 | . | 2.5%[17.5 µM] | -13.6%[11.6 µM] | -7.6%[11.5 µM] | 0.9%[11.6 µM] | 5.7%[17.4 µM] | . | -27.2%[10 µM]
COc1cc(C)c(Cl)cc1S(=O)(=O)NCCN1CCOCC1 | -6.3% | 8.5% | -0.4% | -2.7% | 1.5% | 4.8% | 3.2% | 3.8%
Cc1cc(C)cc(C(=O)NN2CCOCC2)c1 | 8.2% | 4.0% | 7.2% | 2.1% | 4.0% | 0.3% | 3.1% | -40.8%[10 µM]
CCC(C)NC(=O)c1sc2nc3n(c(=O)c2c1C)CCC3 (stereo unspecified) | -9.7%[76.3 µM] | . | -13.6% | 0.0% | -2.3% | . | . | .
COC(=O)c1ccc(CSc2nnc(-c3ccc4c(c3)OCO4)n2-c2ccccc2)o1 | -5.1% | 3.8% | 17.6% | 12.7% | 5.9% | -0.1% | 10.3% | -0.7%[10 µM]
O=C1N(c2ccccc2)C[C@@H]2C[C@@H](c3cccs3)N3CCC[C@@]123 | 1.8% | -0.2% | 2.8% | -10.5% | 1.4% | -6.2% | 8.3% | 23.0%[10 µM]
O=C(CN1CCC(c2nc3ccccc3s2)CC1)N1CCCCC1 | 5.1% | -8.2% | 2.0% | 0.8% | 3.1% | -6.9% | ? | -87.4%
Cc1cccc(/C=C/C(=O)c2ccc(N3CCOCC3)cc2)c1 | -4.1% | -22.2% | -14.3% | ? | -1.4% | -0.8% | -1.2% | 24.5%[10 µM]

Sorted by heavy-atom count (largest number first): 5 of the compounds above.
SMILES | GAA glycogen mod | aGal spleen mod | Tau fluor counter | Tau ThT inhib | Tau FP inhib | GAA spleen mod | GAA inh | HTT cytoprotect
Cc1c(NC(=O)c2cc3nc(-c4ccc(Br)cc4)cc(C(F)(F)F)n3n2)c(=O)n(-c2ccccc2)n1C | 4.7% | -2.3% | -1.8% | ? | -5.6% | 0.1% | -0.8% | 19.9%[10 µM]
COC(=O)c1ccc(CSc2nnc(-c3ccc4c(c3)OCO4)n2-c2ccccc2)o1 | -5.1% | 3.8% | 17.6% | 12.7% | 5.9% | -0.1% | 10.3% | -0.7%[10 µM]
CCCCc1nc(NCC2CCCO2)c(C#N)c2c1COC(C)(C)C2 (stereo unspecified) | 4.2% | -4.7% | 3.1% | -5.7% | -2.0% | 4.3% | 1.3% | -79.8%[inhibitor][10 µM]
O=C(CN1CCC(c2nc3ccccc3s2)CC1)N1CCCCC1 | 5.1% | -8.2% | 2.0% | 0.8% | 3.1% | -6.9% | ? | -87.4%
COc1cc(C)c(Cl)cc1S(=O)(=O)NCCN1CCOCC1 | -6.3% | 8.5% | -0.4% | -2.7% | 1.5% | 4.8% | 3.2% | 3.8%

Among those listed so far, these have a nitro group on carbon.
SMILES | GAA glycogen mod | aGal spleen mod | Tau fluor counter | Tau ThT inhib | Tau FP inhib | GAA spleen mod | GAA inh | HTT cytoprotect
COc1ccc(C)cc1NC(=O)c1ccc([N+](=O)[O-])cc1[N+](=O)[O-] | 4.9% | -6.8% | -6.7% | -8.1% | 9.1% | 4.3% | -10.3% | 16.1%[10 µM]
O=C(O)CCCN1C(=O)c2ccc(Oc3cccc([N+](=O)[O-])c3)cc2C1=O | -11.7% | 0.0% | 3.8% | 7.7% | 0.7% | 5.5% | 10.2% | -61.9%[inhibitor]
